Rv3671c inh: Rv3671c serine protease inhibitors, primary screen, biochemical, fluorescence polarization, M. tuberculosis H37Rv. actives 0.048% (n = 320,000). AID 2606, 2010. P9WHR9. inhibition, % at 5.96 µM; in the data active = inhibition above about 38%;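 also: extracellular domain of Rv3671c used as enzyme; 0% = enzyme with DMSO and 100% = no enzyme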
BioA inh: M. tuberculosis BioA enzyme inhibitors, primary screen, biochemical, plate reader, single point, HTS. 7,8-diaminopelargonic acid synthase BioA (Mycobacterium tuberculosis). purified M. tuberculosis BioA enzyme. inhibition, % at 9.99 µM. actives 0.096% (n = 360,000). AID 602481, 2012; in the data active = inhibition above about 40%; inconclusive = no clear call, values can overlap the other calls
MazF activator: activators of E. coli MazEF toxin-antitoxin RNase, primary screen, biochemical, fluorescence, uHTS. actives 0.32% (n = 350,000). Endoribonuclease toxin MazF (Escherichia coli (strain K12)), P0AE70. AID 504720, 2011. activation, % at 20 µM. FAM/BHQ RNA-DNA oligo cleavage fluorescence, 5 h; in the data active = activation above about 50%
Target sequence (P0AE70 whole entry, looked up): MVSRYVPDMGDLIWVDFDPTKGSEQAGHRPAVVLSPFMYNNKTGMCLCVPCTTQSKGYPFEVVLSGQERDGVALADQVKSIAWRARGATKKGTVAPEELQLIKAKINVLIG
GDH-TPI inh: GDH-TPI coupling enzyme inhibitors, primary screen, artefact control for M. tuberculosis FBA inhibitor project, biochemical, absorbance, full deck | inhibition, % at 4.8 µM | actives 1.2% (n = 360,000) | GDH-TPI coupled enzyme counterscreen, NADH absorbance; in the data active = inhibition above about 30%;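 also: 0% = DMSO wells and 100% = wells lacking the enzyme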
Mtb UGM inh: M. tuberculosis UGM enzyme inhibitors, primary screen, biochemical, fluorescence polarization, single point; UDP-galactopyranose mutase (Mycobacterium tuberculosis (strain ATCC 25618 / H37Rv)), …; purified UGM, fluorescence polarization probe displacement; inhibition, % at 10 µM; actives 0.06% (n = 320,000); AID 504406, 2011; in the data active = inhibition above about 10%, passing the limit was not always enough; inconclusive = no clear call, values can overlap the other calls
Target sequence (P9WIQ1 whole entry, looked up): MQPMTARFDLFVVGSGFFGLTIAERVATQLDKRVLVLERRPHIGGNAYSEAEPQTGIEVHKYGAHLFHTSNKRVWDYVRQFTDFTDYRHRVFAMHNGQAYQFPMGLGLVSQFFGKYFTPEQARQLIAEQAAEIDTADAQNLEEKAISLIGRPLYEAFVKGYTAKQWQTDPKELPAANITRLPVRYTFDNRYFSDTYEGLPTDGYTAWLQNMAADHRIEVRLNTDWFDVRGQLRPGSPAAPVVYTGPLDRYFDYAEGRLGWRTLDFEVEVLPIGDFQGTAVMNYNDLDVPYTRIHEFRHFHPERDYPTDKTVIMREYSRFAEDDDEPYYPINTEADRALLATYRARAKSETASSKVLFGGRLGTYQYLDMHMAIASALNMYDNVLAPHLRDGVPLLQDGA
FadD28 binding: inhibitors of FadD28 bisubstrate probe binding, primary screen, biochemical, fluorescence polarization, single point; Mycobacterium tuberculosis FadD28 fatty-acid-AMP ligase; inhibition, % at 12.5 µM; actives 0.22% (n = 360,000); AID 588549, 2011; in the data active = inhibition above about 8.5%, passing the limit was not always enough; inconclusive = no clear call, values can overlap the other calls
BoNT F protease: BoNT/F light chain protease inhibitors, primary screen, biochemical, flow cytometry, MLPCN library. inhibition, % at 10 µM. AID 588497, 2011. actives 0.22% (n = 360,000). Botulinum neurotoxin type F light chain protease (Clostridium botulinum). Multiplex microsphere protease cleavage assay; in the data active = inhibition above about 35%, passing the limit was not always enough; inconclusive = no clear call, values can overlap the other calls; also: plate controls were buffer without enzyme for full effect and enzyme alone for no effect
Mtb FBA inh: Mtb FBA enzyme inhibitors, primary screen, biochemical, fluorescence, strain H37Rv | inhibition, % at 1 µM | actives 2.3% (n = 360,000) | Fructose-bisphosphate aldolase (Mycobacterium tuberculosis (strain ATCC 25618 / H37Rv)), … | purified M. tuberculosis FBA, fluorescence read-out; in the data active = inhibition above about 27%;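 also: 0% = vehicle and 100% = reference inhibitor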
Target sequence (P9WQA3 whole entry, looked up): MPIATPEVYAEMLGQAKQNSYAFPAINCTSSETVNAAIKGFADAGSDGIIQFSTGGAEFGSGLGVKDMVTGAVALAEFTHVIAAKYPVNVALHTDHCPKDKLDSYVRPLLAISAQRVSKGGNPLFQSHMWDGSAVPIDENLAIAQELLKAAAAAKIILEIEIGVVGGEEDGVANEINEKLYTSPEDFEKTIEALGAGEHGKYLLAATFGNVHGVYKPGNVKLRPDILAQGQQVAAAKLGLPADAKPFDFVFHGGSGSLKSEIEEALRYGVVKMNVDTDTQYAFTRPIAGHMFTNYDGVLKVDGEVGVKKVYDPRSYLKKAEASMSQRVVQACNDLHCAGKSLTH
PrPC TRFRET: inhibitors of human cell surface prion protein PrPC, primary screen, cell-based, TR-FRET; TR-FRET read-out; inhibition, % at 13.8 µM; actives 0.43% (n = 370,000); AID 720596, 2013; in the data active = inhibition above about 24%; also: 0% = median of the test wells and 100% = reference compound wells
Starred values were filed as active, the others as inactive; ? = inconclusive; nt = not tested or not shown; & = joins results of further samples.

1: Cc1ccc(C(=O)CCS(=O)(=O)c2ccc(F)cc2)cc1
2: COc1cc(/C=C2/NC(=O)N(CC(=O)Nc3cccc(C)c3)C2=O)ccc1OCC(N)=O
3: O=[N+]([O-])c1cccc(Nc2c3ccccc3nc3ccccc23)c1
4: O=C(N=C1SC2CS(=O)(=O)CC2N1Cc1ccccc1Cl)C1CCCO1 (stereo unspecified)
5: CN1OC[C@@H]2CN(C(=O)C(C)(C)C)[C@H](c3cccc(N4CCOCC4)c3)C[C@@H]21
6: O=C(Cn1ncc2c1-c1ccccc1OC2)N(Cc1ccco1)C1CCCCC1
7: COc1ccccc1OCC(=O)N1CCN(c2ccccc2OC)CC1
8: C/C(=N\Nc1cccc(Cl)c1)C1(C)N(O)C(C)(C)C(c2ccco2)=[N+]1[O-] (stereo unspecified)

assay / compound	1	2	3	4	5	6	7	8
Rv3671c inh	1.9	-3.2	-4.5	-3.9	nt	3.8	5.9	6.9
FadD28 binding	1.0	5.9	-3.6	-1.2	-3.1	-6.2	-2.1	-2.1
PrPC TRFRET	-1.9	-27.8	-1.2	0.8	-1.9	10.6	-2.6	-3.3
BoNT F protease	2.5	1.6	-0.9	1.6	-11.5	-5.5	-9.6	?
MazF activator	-8.1	13.3	-5.8	-3.9	13.3	-0.8	-4.9	-0.3
Mtb UGM inh	3.5	-0.2	-0.4	2.7	nt	0.7	1.3	-0.7
Mtb FBA inh	-1.0	-1.0	121.6*	1.4	-1.6	1.6	-1.8	0.0
BioA inh	0.9	0.7	nt	-2.3	1.2	1.1	0.8	-0.2
GDH-TPI inh	-8.2	27.9	7.1	5.5	-0.9	3.4	-1.5	-5.4

9: CSc1ccc(/C=C(\NC(=O)c2ccc(C)cc2)C(=O)Nc2cccc(C)c2)cc1
10: CCCNC(=O)c1cc(C2CCCCN2C(=O)c2ccc(C(C)C)cc2)on1 (stereo unspecified)
11: CCOC(=O)c1cc(S(=O)(=O)Nc2ccc(OC)cc2OC)cn1C
12: CCC1Nc2ncnc(N3CCCCC3)c2N(Cc2ccc(Cl)cc2)C1=O (stereo unspecified)
13: CCCN1CCc2c(sc(NC(=O)c3ccc(S(=O)(=O)N(C)c4ccccc4)cc3)c2C(=O)NC)C1
14: Cc1ccc2c(c1)N(C(=O)CCC(=O)Nc1ccccc1Cl)CC(C)O2 (stereo unspecified)
15: CCN(CC)C(=O)CCc1nnc(CCc2c[nH]c3ccccc23)o1
16: O=C(CCC(=O)N(CC(=O)NC1CCCC1)c1cccc(F)c1)Nc1nccs1

assay / compound	9	10	11	12	13	14	15	16
Rv3671c inh	-5.6	nt	-12.8	-0.5	-2.7	4.0	5.0	-8.0
FadD28 binding	-1.6	0.4	-2.4	-4.1&-5.7	-0.9	-1.0	-1.3	-2.1
PrPC TRFRET	-0.5	3.8	5.0	9.2	-20.7	4.5	1.7	1.5
BoNT F protease	-5.9	-2.5	-12.5	-13.1&-15.8	-9.4	-3.1	-5.4	7.0
MazF activator	-4.5	nt	-3.2	-16.2	-175.5	-4.6	-1.7	3.6
Mtb UGM inh	-2.0	nt	2.8	0.6	4.6	-1.0	5.0	0.2
Mtb FBA inh	-2.8	-1.2	-1.2	1.0&0.6	-0.5	-0.3	-0.5	-1.7
BioA inh	-1.9	0.0	-1.1	-0.4&-0.7	-3.4	-1.1	nt	-1.4
GDH-TPI inh	2.3	10.1	-1.5	4.5	6.3	10.0	0.7	-6.0

Complete entries from above:
CCCNC(=O)c1cc(C2CCCCN2C(=O)c2ccc(C(C)C)cc2)on1 (stereo unspecified) across the screens: Rv3671c inh = nt; FadD28 binding = 0.4; PrPC TRFRET = 3.8; BoNT F protease = -2.5; MazF activator = nt; Mtb UGM inh = nt; Mtb FBA inh = -1.2; BioA inh = 0.0; GDH-TPI inh = 10.1
CSc1ccc(/C=C(\NC(=O)c2ccc(C)cc2)C(=O)Nc2cccc(C)c2)cc1 across the screens: Rv3671c inh = -5.6; FadD28 binding = -1.6; PrPC TRFRET = -0.5; BoNT F protease = -5.9; MazF activator = -4.5; Mtb UGM inh = -2.0; Mtb FBA inh = -2.8; BioA inh = -1.9; GDH-TPI inh = 2.3

Additional results
17: COc1ccc(CN(CC2CCC(C(=O)O)CC2)C(=S)Nc2cc(C)ccc2C)cc1 (stereo unspecified)
18: CCOC(=O)c1c(NC(=O)CN2CCCCC2)sc2c1CCN(C(=O)OCC)C2
19: CC(C)CN1CCN(Cc2cn(C)c3ccccc23)CC1CCO (stereo unspecified)
20: O=C(Nc1cccc(NC(=O)C2CCCO2)c1)c1ccco1 (stereo unspecified)
21: O=C(CSCC(=O)Nc1cccc([N+](=O)[O-])c1)Nc1ccccc1
22: CC(C)Oc1ccc(/C=N/NC(=O)c2nnn(-c3nonc3N)c2CN(C)C2CCCCC2)cc1
23: Cc1nc(C(=O)Nc2cc(Cl)ccc2Cl)nn1-c1cc(OC(C)C)c(Cl)cc1Cl
24: COc1ccc(N(CCC(=O)O)S(=O)(=O)c2ccc(C)cc2C)cc1

assay / compound	17	18	19	20	21	22	23	24
Rv3671c inh	nt	-6.7	0.3	-7.7	-8.0	-3.7	1.5	-4.2
FadD28 binding	0.3	-8.1	0.5	-0.4	-2.0	-1.2	-0.2	-0.7
PrPC TRFRET	8.2	-10.1	-8.8	-7.7	-24.0	-1.6	3.3	5.5
BoNT F protease	-3.5	-3.7	-2.1	2.5	-3.9	-3.1	1.2	-3.2
MazF activator	8.2	-36.0	3.3	-4.0	3.2	-0.3	-3.0	7.4
Mtb UGM inh	nt	1.0	0.7	-0.2	-1.6	-0.8	1.5	1.5
Mtb FBA inh	6.7	1.7	-1.0	-1.4	-3.5	3.2	8.8	0.3
BioA inh	nt	nt	0.0	nt	nt	-2.6	2.4	nt
GDH-TPI inh	0.6	12.5	1.6	-1.2	-3.8	7.7	0.6	-5.6

25: COc1cc(Cl)ccc1OCc1cc(C(=O)N(C)CCc2c(C)n[nH]c2C)no1
26: Cc1cccc(NC(=O)CCn2cnnn2)c1
27: COc1ccc(S(=O)(=O)Nc2c(C)cc(C)cc2C)c2cccnc12
28: Cc1cc(C)n2nc(SC(C)C(=O)NCc3ccco3)nc2n1 (stereo unspecified)
29: Cc1[nH]nc(-c2ccc(OCc3cnn(-c4ccccc4)c3)cc2O)c1Oc1ccc(Cl)cc1
30: CN(C)CCNC(=O)Cn1c(=O)c2cccn2c2ccc(F)cc21
31: O=C(CSc1nnc(-c2cccs2)n1Cc1ccco1)Nc1ccc2c(c1)OCO2
32: O=C(N[C@@H](Cc1c[nH]c2ccccc12)C(=O)NC1CC1)c1ccccc1Cl

assay / compound	25	26	27	28	29	30	31	32
Rv3671c inh	-10.1	-2.4	-2.2	-10.2	-2.6	nt	-1.6	4.3
FadD28 binding	-4.1	-0.8	-1.4	0.0	0.1	-4.3	-4.3	-2.5
PrPC TRFRET	5.8	1.7	-5.5	-4.7	-1.3	-0.8	-0.1	8.1
BoNT F protease	-8.9	-1.0	-9.8	-12.0	-0.6	-3.5	4.3	0.3
MazF activator	-2.2	-11.9	-4.5	1.3	-3.2	3.0	2.2	-2.3
Mtb UGM inh	0.8	-0.8	1.2	-0.5	0.6	-0.7	-1.3	-0.9
Mtb FBA inh	-0.6	6.4	4.6	2.9	4.0	0.8	8.9	-5.4
BioA inh	-0.6	-1.8	-1.4	-0.6	-1.9	-0.5	5.3	nt
GDH-TPI inh	-5.2	8.9	4.7	6.8	3.5	13.1	-2.3	-1.4

33: CN(CC(=O)NC(=O)NCc1ccccc1)CC(=O)Nc1ccc(Cl)c(Cl)c1
34: CCOC(=O)c1[nH]c2ccccc2c1NC(=O)CCN1CCN(C(=O)OCC)CC1
35: Cc1ccc(S(=O)(=O)NCCC(=O)NC(C)CCc2ccccc2)cc1 (stereo unspecified)
36: CCN(CC)CCn1c2c(c(SCC(=O)NCc3ccccc3)nc1=O)CCC2
37: CCOCCCNCc1ccc(OC)cc1
38: Cc1cc(NC(=O)COC(=O)c2cc([N+](=O)[O-])ccc2N2CCOCC2)ccc1Br
39: Cc1c(CCOC(=O)C23CC4CC(CC(C4)C2)C3)sc[n+]1Cc1ccccc1
40: COC(=O)c1ccc(C23CC4(C2)[C@H](CN(C)[C@@H]4c2ccccc2)C3c2ccccc2)cc1 (stereo partly specified)

assay / compound	33	34	35	36	37	38	39	40
Rv3671c inh	-18.9	-4.2	2.6	-3.2	7.5	-23.5	-7.2	0.9
FadD28 binding	-12.6	-3.4	-3.3	-1.7	1.1	-0.7	-3.9	-1.9
PrPC TRFRET	0.6	-5.4	-0.5	1.0	-8.1	3.1	2.9	-0.1
BoNT F protease	7.5	-21.9	0.3	-5.3	-0.4	nt	-8.5	-3.5
MazF activator	2.0	-0.9	0.4	4.5	-1.8	-5.8	4.3	-2.2
Mtb UGM inh	1.4	-2.5	nt	1.7	-1.8	1.7	0.2	1.5
Mtb FBA inh	-1.9	4.3	-3.0	-3.1	0.6	0.9	2.1	0.6
BioA inh	3.0	-0.7	0.6	1.5	-0.7	-6.0	0.1	-2.5
GDH-TPI inh	2.5	2.3	2.1	2.9	10.2	8.1	1.5	-6.0

From no. 39 up to 40, as listed above:
39: Cc1c(CCOC(=O)C23CC4CC(CC(C4)C2)C3)sc[n+]1Cc1ccccc1
40: COC(=O)c1ccc(C23CC4(C2)[C@H](CN(C)[C@@H]4c2ccccc2)C3c2ccccc2)cc1 (stereo partly specified)

assay / compound	39	40
Rv3671c inh	-7.2	0.9
FadD28 binding	-3.9	-1.9
PrPC TRFRET	2.9	-0.1
BoNT F protease	-8.5	-3.5
MazF activator	4.3	-2.2
Mtb UGM inh	0.2	1.5
Mtb FBA inh	2.1	0.6
BioA inh	0.1	-2.5
GDH-TPI inh	1.5	-6.0

The listing continues.
41: Cc1ccc(F)cc1NC(=O)c1ccc(NS(=O)(=O)c2ccc(Br)s2)cc1
42: COc1ccc(NC(=O)C(c2cc3c(cc2[N+](=O)[O-])OCO3)N2CCN(C=O)CC2)cc1 (stereo unspecified)
43: CCN(CC)C(=O)CN1CCC(n2c(C)nc3cc(C(F)(F)F)ccc32)CC1
44: O=C(CCc1ccccc1)NCCS(=O)(=O)N1CCN(c2ccccc2)CC1
45: CCOc1ccc(N(CC(=O)NC2CCCC2)S(=O)(=O)c2ccccc2)cc1
46: CC(=O)c1sc(N/N=C/c2ccc(C(C)C)cc2)nc1C
47: NC(=O)C1CCN(c2nc(C3CC3)nc3c2nnn3Cc2ccccc2)CC1
48: COc1cccc(CN(C)CC(=O)NNC(=O)c2ccc(Cl)cc2)c1

assay / compound	41	42	43	44	45	46	47	48
Rv3671c inh	-8.0	11.8	5.6	-5.7	6.0	0.3	-7.5	2.9
FadD28 binding	1.6	2.6	-0.8	-0.4	-1.2	-0.1	0.8	-1.1
PrPC TRFRET	-4.4	-6.9	-3.3	-5.1	-6.2	-3.5	1.9	5.5
BoNT F protease	-5.2	-14.9	1.8	-7.5	11.1	-6.0	-11.3	-6.4
MazF activator	8.2	5.0	-0.2	8.1	5.5	-4.8	2.9	1.6
Mtb UGM inh	-0.9	-1.4	-0.2	0.1	-3.5	-2.7	-2.1	0.8
Mtb FBA inh	-0.2	7.2	2.7	1.6	-1.8	4.7	0.3	5.5
BioA inh	nt	nt	nt	-1.5	-0.5	nt	0.0	0.5
GDH-TPI inh	6.2	17.2	7.3	-2.1	0.7	9.0	12.0	8.1
